High-throughput results (PubChem BioAssay)
RBX1-CUL1 inh = blocks human RBX1-Cullin-1 di-ubiquitin formation | P62877+Q13616 | in vitro K48 di-Ub FRET, acceptor:donor ratio, 45 min | inhibition, % at 10 µM | 0.6% of 140,000 active; in the data active means inhibition above about 25%
Target sequence (P62877 whole entry, looked up): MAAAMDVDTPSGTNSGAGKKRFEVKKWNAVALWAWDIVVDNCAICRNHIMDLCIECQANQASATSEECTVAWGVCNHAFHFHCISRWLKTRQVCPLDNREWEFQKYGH
Target sequence (Q13616 whole entry, looked up): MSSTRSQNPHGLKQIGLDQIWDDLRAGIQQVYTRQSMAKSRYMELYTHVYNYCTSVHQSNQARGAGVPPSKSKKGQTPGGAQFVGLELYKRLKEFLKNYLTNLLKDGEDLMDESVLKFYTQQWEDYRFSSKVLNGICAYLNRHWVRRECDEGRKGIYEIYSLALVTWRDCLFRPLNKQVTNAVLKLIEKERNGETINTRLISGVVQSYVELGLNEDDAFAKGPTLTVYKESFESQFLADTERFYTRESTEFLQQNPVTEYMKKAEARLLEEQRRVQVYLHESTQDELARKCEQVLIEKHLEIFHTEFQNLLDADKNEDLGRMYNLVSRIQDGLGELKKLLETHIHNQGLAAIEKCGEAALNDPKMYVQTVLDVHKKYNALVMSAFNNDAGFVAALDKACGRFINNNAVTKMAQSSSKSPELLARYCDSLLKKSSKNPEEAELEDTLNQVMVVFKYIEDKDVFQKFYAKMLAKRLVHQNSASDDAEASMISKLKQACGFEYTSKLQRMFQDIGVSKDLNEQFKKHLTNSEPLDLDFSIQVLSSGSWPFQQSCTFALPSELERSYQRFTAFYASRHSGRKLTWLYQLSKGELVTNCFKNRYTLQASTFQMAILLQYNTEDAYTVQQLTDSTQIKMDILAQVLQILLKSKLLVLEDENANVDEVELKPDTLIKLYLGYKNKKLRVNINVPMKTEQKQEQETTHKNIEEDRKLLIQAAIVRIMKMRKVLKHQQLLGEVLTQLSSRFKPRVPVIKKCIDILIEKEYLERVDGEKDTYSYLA
Numbers without * were called inactive. The list is partial; the hit share may differ from the screen's.

The first 2 entries, to show the layout:
cpd	mol	RBX1-CUL1 inh
1	Cc1cc(-c2cc(C(=O)O)c3ccccc3n2)cc(C)c1C	2
2	CC(=O)c1ccc(N=Cc2ccc(O)cc2)cc1	-10

Main list, from the first entry:
cpd	mol	RBX1-CUL1 inh
1	Cc1cc(-c2cc(C(=O)O)c3ccccc3n2)cc(C)c1C	2
2	CC(=O)c1ccc(N=Cc2ccc(O)cc2)cc1	-10
3	Cc1cn2c3c(=O)n(C)c(=O)n(C)c3nc2n1CCOC12CC3CC(CC(C3)C1)C2	6
4	O=S(c1ccccc1)N1CCCCC1 (stereo unspecified)	12
5	Cc1ncc(CN2CCCC(CO)(Cc3ccc(F)cc3)C2)[nH]1 (stereo unspecified)	-13
6	CC(NC(=O)CCC1CCCCC1)C1CCCO1 (stereo unspecified)	-6
7	CCn1ncc(C(=O)NCc2ccccc2Cl)c1C	-10
8	COc1ccccc1-c1c(C)nn2c(N3CCN(c4ccc(F)cc4)CC3)cc(C)nc12	0
9	O=C(Nc1ccc(O)c(-c2nc3cc(Cl)ccc3o2)c1)OCc1ccc2ccccc2c1	1
10	CCCCCc1ccc(-c2ccc(Br)cc2)nc1	4
11	O=C(c1ccccc1C(F)(F)F)N1CCC2(CC1)CC2C(=O)N1CCN(c2ccccn2)CC1 (stereo unspecified)	-1
12	Cc1ccccc1NC(=O)C(C)c1ccc(-c2ccccc2)c(F)c1 (stereo unspecified)	1
13	CCOC(=O)c1nn(C)c(C)c1Cl	-3
14	COC(=O)c1nnn(-c2cccc(C)c2)c1C(=O)OC	-8
15	CCc1cc(C(=O)OC)c(NC(=O)c2ccncc2)s1	-4
16	Cc1ccc(NC(=O)c2ccc(-c3ccccc3)cc2)nc1	-2
17	Cc1ccnc(SC(C)C(=O)O)n1 (stereo unspecified)	-2
18	CCSc1ncc(Cl)c(C(=O)Nc2c(C(=O)Nc3cccc(C)c3)oc3ccccc23)n1	-7
19	S=c1nc(-c2ccccc2)[nH]n1-c1ccccc1	9
20	CC(=O)N(CCc1ccc(C)[n+]([O-])c1)c1ccccc1	-3
21	COC(=O)N1C=Cc2c(cccc2[N+](=O)[O-])C1C#N (stereo unspecified)	0
22	Cc1cc(I)ccc1NC(=O)CN1CCOCC1	-14
23	COC(=O)c1ccc(-c2nc(CN3CCCC3c3nccs3)c(C)o2)cc1 (stereo unspecified)	8
24	COCCn1cnc2cc(NC(=O)C3CCCCC3)cc(C(=O)NCCCN3CCCC3=O)c21	11
25	CCCCOc1ccc(C(=O)Nc2ccc3oc(-c4cccnc4)nc3c2)cc1	5
26	Oc1ccccc1Nc1nc(-c2ccccc2)c2cc(Cl)ccc2n1	-7
27	c1ccc2c(c1)ncn2CCN1CCCCC1	-4
28	O=C(CCc1cn2ccccc2n1)N1CCC(CO)(Cc2ccccc2)CC1	-4
29	COc1ccc(Cc2nc3ccc(C(=O)N4CCN(C5CCCC5)CC4)cc3o2)cc1	5
30	CCCCC(=O)N1CCN(Cc2ccc(F)cc2)CC1	-3
31	O=C1CCC(CCC(=O)N2CCN(C(=O)c3ccco3)CC2)(Cc2ccc(-c3ccccc3)cc2)N1 (stereo unspecified)	-8
32	Cc1ccccc1CN1CCn2c1nc1ccccc1c2=O	-2
33	Cc1ccc(C(=S)Nc2ccccn2)cc1	13
34	O=C(Cc1ccc(Br)cc1)Nc1ccc(-c2nnc(-c3ccccc3)o2)cc1	-1
35	COc1ccc(OC)c(NC(=O)CSc2c3c(nc4ccccc24)CCCC3)c1	9
36	Cc1cccc(N2CCn3c2nc2c3c(=O)n(C/C=C/c3ccccc3)c(=O)n2C)c1	-9
37	Cc1ccc(OC(C)C(=O)Nc2nnc(C)s2)c(C)c1 (stereo unspecified)	8
38	CCOCN(C(=O)Cn1c(COC)nc2ccccc21)c1c(C)cccc1CC	-5
39	N=c1c(C(=O)NCCN2CCOCC2)cc2c(=O)n3ccccc3nc2n1C1CCCC1	8
40	O=C([C@H]1C[C@@H]2C=C[C@H]1C2)N1CCC(CO)(CCc2ccccc2)CC1	7
41	CN(c1ccccc1)c1nccc(=O)[nH]1	1
42	Cc1ccc(S(=O)(=O)c2nnn3c2nc(N2CCN(c4ccccc4F)CC2)c2ccccc23)cc1C	-1
43	C[N+](C)=C1C=CC(=C2C=C(C(C)(C)C)OC(C(C)(C)C)=C2)C=C1	9
44	COc1ccc(CCNC(=O)CCc2c(C)nc3cc(-c4ccccc4)nn3c2C)cc1OC	2
45	Cc1ccc(CNc2cc(C)nc3nc(-c4ccc(C)cc4)nn23)cc1	-1
46	Nc1nnnn1NCc1cccc(OCc2ccccc2)c1	0
47	CCS(=O)(=O)N1CCCC(C(=O)Nc2ccc(Cl)c(Cl)c2)C1 (stereo unspecified)	8
48	O=C1CC(c2nnc(Cc3ccc(Cl)cc3)o2)CN1c1ccccc1 (stereo unspecified)	-4
49	Cc1ccc(C(=O)Oc2ccc(Cl)cc2)cc1	2
50	COc1cc(OC)nc(Oc2ccc(C)nc2[N+](=O)[O-])n1	5
51	COc1ccccc1C(=O)Oc1cc(C)c(Cl)cc1C(C)C	0
52	CCN(CC)c1nn2c(=O)c(C(=O)NCc3ccc(N(C)C)cc3)cnc2s1	-10
53	CCN1C(=O)CC(CC(=O)N2CCN(c3cnccn3)CC2)(c2cccc(C(F)(F)F)c2)C1=O (stereo unspecified)	8
54	Cc1nc(N2C(=O)C(=O)C(C(=O)c3ccccc3)C2c2ccc(Cl)c(Cl)c2)sc1C (stereo unspecified)	-2
55	Cc1sc(C)c(-c2ccoc2)c1-c1ccoc1	-3
56	Cc1ccc(C(=O)N2CCN(CCc3ccncc3)CC2)cc1	0

New compounds follow:
cpd	mol	RBX1-CUL1 inh
57	Cc1ccnc(NC(=O)c2c(C)oc3ncn(CC(C)C)c(=O)c23)c1	9
58	Cc1ccc2cccc(OC(=O)/C=C/c3ccc(-c4ccc(Cl)cc4)o3)c2n1	0
59	COc1ccccc1CNC(=O)CN(c1ccc(C)cc1)S(=O)(=O)c1c(C)noc1C	-3
60	N#C/C=C1/c2ccccc2CNc2ccccc21	-3
61	O=C1C2CC=C(Cl)CC2C(=O)N1CCCN1CCCCC1 (stereo unspecified)	8
62	CCCCNC(=O)CSc1nc2ccc(NC(=O)CSc3ccccn3)cc2s1	3
63	CNS(=O)(=O)c1cc(OCC(N)=O)c(C)cc1Cl	4
64	COc1ccc2c(c1)CC(N1CCN(C)CC1)c1cc(Cl)cc(OC)c1S2 (stereo unspecified)	-7
65	CCN1CCN(Cc2ccc(NC(=O)Nc3ccc(F)cc3F)cc2)CC1	-7
66	N#CC1=C(c2cccs2)CC(c2ccc3ccccc3c2)=NC1=S	-12
67	CCCS(=O)(=O)N1CCC(C2CCN(c3ncccn3)CC2)C1 (stereo unspecified)	-4
68	CC(C)(C)C1CCC(C(=O)NCC2CCCO2)CC1 (stereo unspecified)	11
69	CC1(C)CC(=O)C(C(=S)Nc2ccccc2)C(=NCc2ccc3c(c2)OCO3)C1 (stereo unspecified)	6
70	Cc1[nH]c2ccc(OC(F)(F)F)cc2c1CCNC(=O)c1ccc(F)c(F)c1	3
71	COc1ccc(NC(=O)CC2SC(=Nc3ccc(S(N)(=O)=O)cc3)NC2=O)cc1 (stereo unspecified)	6
72	Cn1c(SCC(=O)N/N=C/c2cccnc2)nc2ccccc21	-3
73	Cc1ccccc1OCc1nc(C#N)c(NCCN2CCOCC2)o1	9
74	CCOC(=O)c1c(CN(CC)CC)n(-c2ccccc2)c2cc(Br)c(OC(C)=O)cc12	2
75	CN1CCC(NC(=O)c2cc(CN(C)Cc3ccccc3)on2)CC1	2
76	CCOc1ccccc1CNCc1ccccn1	13
77	Cc1cccc(C(=O)Nc2ccc(S(=O)(=O)c3ccc(NC(=O)c4cccc(C)c4)cc3)cc2)c1	-5
78	Cc1cccc2nc(CNC(=O)c3cc(COc4ccc(F)cc4F)on3)cn12	2
79	CC(C)(O)c1nc(-c2ccccc2)n[nH]1	0
80	Cc1ccc(S(=O)(=O)C2CS(=O)(=O)CC2N2CCOCC2)cc1 (stereo unspecified)	4
81	COc1cc(CNc2ccc(N3CCCC3)cc2)cc(Cl)c1OC	-8
82	CC1CCN(S(=O)(=O)c2ccc3c(c2)CCN3C(=O)Nc2cccc(Br)c2)CC1	6
83	Cc1ccc(-c2nnc(C3CCN(S(=O)(=O)c4ccc(C)c(C)c4)CC3)o2)cc1	-7
84	COc1ccc(CCC(=O)Nc2cc(Cl)ccn2)cc1	7
85	CCc1cc(OC)c(OC)cc1C(C)NC(=O)c1cccc(Br)c1 (stereo unspecified)	9
86	Cc1ccc(S(=O)(=O)Oc2ccccc2/C=C2\N=C(c3ccc(C(C)(C)C)cc3)OC2=O)cc1	3
87	CCCN(C(=O)Cc1c(C(=O)O)[nH]c2ccc(Cl)cc12)c1ccc(OCC)cc1	14
88	CCOc1ccc(-c2nc(CN(C)Cc3nnc(C)o3)c(C)o2)cc1	-3
89	CCCCCCCn1c2c(c(=N)c3c1CCC3)CCCC2	-2
90	COc1ccc(-c2cn3nc(N4CCC(C(=O)Nc5cc(Cl)ccc5C)CC4)sc3n2)cc1	16
91	CCOC(=O)C1CCCN(c2c(C(=O)c3ccccc3)cnc3ccc(F)cc23)C1 (stereo unspecified)	2
92	Cc1cccc(C)c1-n1nnnc1C(C)(C)N=Cc1cccc([N+](=O)[O-])c1	-3
93	Cc1cccn2c(=O)c(/C=C(\C#N)c3nc4ccccc4n3C)c(Oc3ccc(Br)cc3)nc12	2
94	Cc1cccn2c(=O)c3cc(C(=O)N4CCOCC4)n(Cc4ccccc4)c3nc12	-2
95	CCN(c1ccccc1)S(=O)(=O)c1cc(-c2onc(C)c2C)ccc1OC	12
96	C=CCn1c(SCCOc2cc(C)ccc2[N+](=O)[O-])nc2sc3c(c2c1=O)CCCC3	-10
97	O=C1OC(c2ccccc2)=N/C1=C\c1cccc(OCCOc2ccccc2)c1	6
98	Cc1nnc(NC(=O)/C=C/c2cccs2)s1	-7
99	CC(=O)C1Cc2c(O)c3c(c(O)c2C(O)C1)C(=O)c1ncc(C)cc1C3=O (stereo unspecified)	12
100	Cc1ccc(/C=C2/SC(=O)N(CN3CCN(c4ccccc4C)CC3)C2=O)cc1	4
101	O=C(O)c1nn(C(=O)O)nc1-c1ccccc1	6
102	Cc1ccc(NC(=O)C2CCC(CNS(=O)(=O)c3ccc4c(c3)CCCC(=O)N4)CC2)c(C)c1 (stereo unspecified)	11
103	O=[N+]([O-])c1c(N2CCOCC2)ncnc1N1CCOCC1	-2
104	CCn1c2ccccc2n2cc(-c3ccc(Br)cc3)nc12	11
105	CC(NC1CCN(c2ccc(NC(=O)c3cnccn3)cc2)CC1)c1cnn(-c2ccccc2)c1 (stereo unspecified)	2
106	Cc1nc2c(-c3ccccc3)c(C)nn2c(C)c1CCC(=O)NCc1ccc(F)cc1	1
107	Cc1ccc(S(=O)(=O)N(CC(=O)Nc2ccc3c(c2)OCO3)c2cc(Cl)cc(Cl)c2)cc1	-10
108	COc1ccc(NC(=O)c2nnn(CC(=O)Nc3cccc(C)c3C)c2N)c(OC)c1	-9
109	O=C(NCc1cccc(Cl)c1)c1cccn1-c1nnc(N2CCCC2)s1	-3
110	O=C(SCc1ccccc1)c1csc2nnsc12	12
111	Cc1ccc(NC(=O)c2ccnc(C(C)(C)C)c2)cc1	9
112	CCN(CC)CCCNC(=O)c1nn(C)c2c1CS(=O)(=O)c1ccccc1-2	4

Five of the entries above in order of the RBX1-CUL1 inh value, falling.
| no. | smiles | RBX1-CUL1 inh |
| --- | --- | --- |
| 105 | CC(NC1CCN(c2ccc(NC(=O)c3cnccn3)cc2)CC1)c1cnn(-c2ccccc2)c1 (stereo unspecified) | 2 |
| 106 | Cc1nc2c(-c3ccccc3)c(C)nn2c(C)c1CCC(=O)NCc1ccc(F)cc1 | 1 |
| 109 | O=C(NCc1cccc(Cl)c1)c1cccn1-c1nnc(N2CCCC2)s1 | -3 |
| 108 | COc1ccc(NC(=O)c2nnn(CC(=O)Nc3cccc(C)c3C)c2N)c(OC)c1 | -9 |
| 107 | Cc1ccc(S(=O)(=O)N(CC(=O)Nc2ccc3c(c2)OCO3)c2cc(Cl)cc(Cl)c2)cc1 | -10 |

Back to the main list; the 2 compounds before the break are reprinted first.
cpd	mol	RBX1-CUL1 inh
111	Cc1ccc(NC(=O)c2ccnc(C(C)(C)C)c2)cc1	9
112	CCN(CC)CCCNC(=O)c1nn(C)c2c1CS(=O)(=O)c1ccccc1-2	4
113	O=C(NC(=S)NCc1ccccc1)C1CC1	6
114	CN(C)/C=C/c1c([N+](=O)[O-])c(C(C)(C)C)nn1C	8
115	CCOC(=O)c1cnn(-c2ncnc3sc4c(c23)CCCC4)c1N	0
116	O=C1/C(=C/c2cccc3ccccc23)CCCc2ccccc21	8
117	FC(F)(F)C1(C(F)(F)F)N=C(COc2ccccc2)NC(c2ccccc2)=N1	-1
118	COc1ccc(C(C)C)cc1S(=O)(=O)NC1CC1	10
119	COCCN1C(=O)NC(Cc2ccc(F)cc2)(C2CCN(C(=O)Cc3cccc(F)c3)CC2)C1=O (stereo unspecified)	-5
120	O=C(Cn1c(=O)n(Cc2ccc(Cl)cc2)c(=O)c2cccnc21)Nc1ccccc1C(F)(F)F	-2
121	Cc1nc(C)c(NC(=O)Nc2ccc(F)cc2)cc1NC(=O)Nc1ccc(F)cc1	4
122	CCOc1ccc(Nc2nc(-c3cc(C)ccc3C)c(CC(=O)O)s2)cc1	-6
123	COc1cccc(CN(C(=O)c2cccc(C)c2)C2CCS(=O)(=O)C2)c1 (stereo unspecified)	5
124	O=C(c1ccc(N2CCSCC2)nc1)N1CCC(CCn2cccn2)CC1	1
125	O=C1c2ccc(-c3nc4ccccc4c(=O)o3)cc2C(=O)N1c1ccc(OC(F)(F)F)cc1	-4
126	Cc1ccc(S(=O)(=O)NCCS(=O)(=O)N2CCN(c3ccccc3)CC2)cc1	2
127	ClC(Cl)(Cl)c1nc2nc(-c3ccccc3)cc(-c3ccccc3)n2n1	-3
128	CC(C)Sc1cc(N2CCOCC2)nc(-c2ccc(Cl)cc2)n1	5
129	O=C(CSc1nc(-c2ccccc2)nc2c1Cc1ccccc1O2)N1CCCCC1	3
130	Cc1cccc(Cn2c(SCc3ccc(C(=O)NCc4cccs4)cc3)nc3ccncc32)c1	7
131	COc1ccc(C)cc1NS(=O)(=O)c1cc(Br)cc2c1N(C(C)=O)C(C)C2 (stereo unspecified)	-1
132	COc1ccc(CNC(=O)c2sc3nc4n(c(=O)c3c2C)CCCC4)cc1	-4
133	CCCCOc1ccc(NC(=O)CSCC(=O)Nc2ccccc2Br)cc1	6
